Screening data (PubChem)
FEN1 inh – qHTS Assay for the Inhibitors of Human Flap endonuclease 1 (FEN1); Potency, µM (doses to about 114 µM), for inactives: at the highest dose activity change, negative = inhibition, most hits filed as inhibitors; P39748; Recombinant FEN1 flap cleavage, fluorescence, 15 min; AID 588795, 2011; 0.35% of 390,000 active; further: nearly all actives have a fitted effect of over 65% in size
Target sequence (P39748 whole entry, looked up): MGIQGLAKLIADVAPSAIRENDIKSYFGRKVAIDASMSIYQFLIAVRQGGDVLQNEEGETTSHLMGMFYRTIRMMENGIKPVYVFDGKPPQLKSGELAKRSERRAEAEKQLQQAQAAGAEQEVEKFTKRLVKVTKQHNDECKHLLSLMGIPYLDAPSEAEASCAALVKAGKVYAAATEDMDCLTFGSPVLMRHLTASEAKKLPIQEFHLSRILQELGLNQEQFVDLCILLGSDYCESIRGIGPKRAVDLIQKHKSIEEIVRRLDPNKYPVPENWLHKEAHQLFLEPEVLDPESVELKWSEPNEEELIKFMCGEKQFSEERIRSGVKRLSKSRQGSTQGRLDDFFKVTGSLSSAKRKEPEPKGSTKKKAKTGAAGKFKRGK
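Steps: FEN1 (10 nM) dispensed; compound added by pin tool; 15 min at room temperature; substrate added to 50 nM final; reads at 0 min and 15 min; data normalized and fitted (four-parameter Hill).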
TDP1 inh – qHTS Assay for Inhibitors of Tyrosyl-DNA Phosphodiesterase (TDP1); Tyrosyl-DNA phosphodiesterase 1 (Homo sapiens), Q9NUW8; recombinant TDP1, AlphaScreen DNA substrate cleavage; Potency, µM (top dose mostly 130 µM), for inactives: top-dose activity change, negative = inhibition, actives largely listed as inhibitors; 0.28% of 350,000 active; further: nearly all actives have a fitted effect of over 40% in size
Target sequence (Q9NUW8 whole entry, looked up): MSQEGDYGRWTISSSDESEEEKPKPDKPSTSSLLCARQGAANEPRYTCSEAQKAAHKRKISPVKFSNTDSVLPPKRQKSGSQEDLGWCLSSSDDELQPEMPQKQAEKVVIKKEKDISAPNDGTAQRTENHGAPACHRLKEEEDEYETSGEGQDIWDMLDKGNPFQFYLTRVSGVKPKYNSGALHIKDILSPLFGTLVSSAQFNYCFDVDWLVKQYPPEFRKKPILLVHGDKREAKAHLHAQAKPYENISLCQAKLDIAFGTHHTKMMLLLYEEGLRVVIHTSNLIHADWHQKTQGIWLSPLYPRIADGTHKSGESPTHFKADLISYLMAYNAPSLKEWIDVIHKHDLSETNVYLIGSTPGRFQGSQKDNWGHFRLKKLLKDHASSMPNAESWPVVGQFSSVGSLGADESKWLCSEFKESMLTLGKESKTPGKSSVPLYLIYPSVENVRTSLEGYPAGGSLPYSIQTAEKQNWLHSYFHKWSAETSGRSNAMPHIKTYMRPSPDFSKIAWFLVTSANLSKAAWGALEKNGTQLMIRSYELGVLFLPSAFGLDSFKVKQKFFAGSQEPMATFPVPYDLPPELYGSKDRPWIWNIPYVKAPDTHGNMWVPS
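Compounds were preincubated with Tdp1 (1 nM final) for 15 min at room temperature before substrate (15 nM final) started a 5 min reaction; beads (10 ug/ml final) were then added for 10 min before AlphaScreen detection.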
N370S GC mod – qHTS Assay for Inhibitors and Activators of N370S glucocerebrosidase as a Potential Chaperone Treatment of Gaucher Disease | Potency, µM (doses to about 59.4 µM), inactives show top-dose activity change, negative = inhibition, usual class: inhibitors | AID 2101, 2009 | N370S GC spleen homogenate, 4MU-glucoside fluorescence | 0.092% of 330,000 active;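 further: 0% = full enzyme activity and -100% = no enzyme basal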
* marks the source's active call; other numbers are inactive results; ? = inconclusive; / = not tested or not shown; & = joins results of further samples; [ ] = remark or other dose. The call rests on the fitted dose curve; in most records, active means well fitted curve in the direction sought with a large enough effect; inconclusive means small, poorly fitted or top-dose-only effect, or another doubt; inactive means no such curve, though single readings can be large; an effect the other way counts as inactive or inconclusive. Unless noted, on the % scale 0 is the no-effect control and ±100 the full control effect; potency means the concentration at half of the fitted maximal effect.

Values in the order – N370S GC mod	FEN1 inh	TDP1 inh
1) C=CCN(c1ccc(Cl)cc1)S(=O)(=O)c1cccc(C(=O)O)c1
    1%	9%	3%
2) CC(C)(C)n1nnnc1C(c1cccnc1)N1CCN(c2ccccc2F)CC1 (configuration not stated)
    -8%	-7%	1%
3) O=C(O)Cc1c(Cl)ccc(Cl)c1Cl
    -13%	/	9%
4) Cc1cccc(C)c1-n1c(C)cc(/C=N/NC(=O)CSc2ncccn2)c1C
    -10%	-17%	6%
5) Cc1ccc(NC(=O)CN2C(=O)C(C)(C)c3ccccc32)cc1
    /	-3%	-4%
6) O=C(NNC(=O)c1cccs1)c1ccccc1
    9%	11%	6%
7) Cc1cccc(OCc2nnc(SCC(=O)N3CC(=O)Nc4ccccc43)o2)c1
    -5%	14%	5%
8) Cc1ccc(S(=O)(=O)N(CC(=O)NCCSCc2ccco2)c2ccc(F)cc2)cc1
    5%	/	3%
9) O=C(Nc1c(C(=O)O)[nH]c2ccc(F)cc12)c1cccc(C(F)(F)F)c1
    -7%	12%	/
10) Cc1nc(-c2ccc(S(=O)(=O)Nc3cccc(Cl)c3)cc2)co1
    -8%	-7%	3%
11) O=C(O)CC(C(=O)N(c1ccccc1)c1ccccc1)N1CCOCC1 (configuration not stated)
    -7%	-1%	1%
12) O=C(Nc1cccc(Cl)c1)c1nc[nH]c1C(=O)N1CCN(c2ccccc2)CC1
    /	-9%	0%
13) Cc1nnc(SCCC(=O)Nc2ccc(F)cc2)s1
    -10%	1%	-2%
14) Cn1cc(CN2CCN(Cc3ccccc3)CC2)c(-c2cccc(Cl)c2)n1
    -13%	0%	1%
15) COc1ccccc1CNC(=O)C1CCN(c2nc3ccc(C)cc3[nH]2)CC1
    /	-14%	0%

The list goes on.
Values in the order – N370S GC mod	FEN1 inh	TDP1 inh
16) COc1cccc(-n2c(SCC(=O)Nc3cccc(C)c3)nc3c([nH]c4ccccc43)c2=O)c1
    /	1%	-1%
17) Cc1c(/C(O)=C2\C(=O)C(=O)N(CCN(C)C)C2c2ccco2)cnn1-c1ccccc1 (configuration not stated)
    -1%	-8%	-4%
18) O=C(COc1ncnc2sccc12)N1CCN(S(=O)(=O)c2ccc(Cl)cc2)CC1
    2%	4%	5%
19) Cc1ccc(-c2[nH]c3ccccc3c2SCCN)cc1
    12%	-18%	6%
20) O=C(NCCc1cn2ccccc2n1)C1CCCCC1
    -2%	-14%	0%
21) NC(=O)C1CCN(c2nc(-c3ccccc3C(F)(F)F)cs2)CC1
    /	-14%	-18%
22) COc1ccc(C2(NC(C)=O)CCN(Cc3cccnc3)CC2)cc1
    -1%	-7%	/
23) COc1ccc(/C=C/C(=O)c2ccc([N+](=O)[O-])o2)cc1OC
    0%	?	/
24) COc1cc2cc(C[C@H](C)O)oc(=O)c2cc1OC
    /	-14%	0%
25) CCN(CC)CCNC(=O)c1ccc(NC(=O)c2c(C)nn(-c3ccc(F)cc3)c2Cl)cc1
    -6%	3%	2%
26) CCC(c1nnc(SCC(=O)N2CC3(C)CC2CC(C)(C)C3)o1)N(C)C (configuration not stated)
    -6%	-7%	-2%
27) O=C(CN1C(=O)c2cccc3cccc1c23)N1CCN(c2ccc(F)cc2)CC1
    -20%	-5%	4%
28) CCS(=O)(=O)NCCc1csc(C)n1
    6%	-2%	-2%
29) O=C(CCCc1ccccc1)NC1CC(=O)N(c2cccc(F)c2)C1 (configuration not stated)
    /	-6%	-3%
30) CCCNC(=O)C1CC(c2cccc(F)c2)=NO1 (configuration not stated)
    5%	13%	1%

(further entries)
Values in the order – N370S GC mod	FEN1 inh	TDP1 inh
31) NC(=S)N/N=C/c1ccc2c(c1)OCCO2
    -5%	-4%	4%
32) CC(C(=O)N1CCC(C(N)=O)CC1)N(c1ccc(Oc2ccccc2)cc1)S(C)(=O)=O (configuration not stated)
    -4%	1%	-2%
33) CCCS(=O)(=O)N1CCC(Cc2ccc(OC)cc2)(C(=O)OCC)CC1
    -1%	-11%	2%
34) CCN(CC)S(=O)(=O)c1ccc(NC(=O)c2ccc(NS(C)(=O)=O)cc2)cc1
    -5%	-17%	0%
35) CCc1ccc(NC(=O)CSc2nc3ccccc3c(=O)n2CCN2CCOCC2)cc1
    15%	4%	9%
36) CCOC(=O)c1c(N)c(C#N)nn1-c1ccccc1C(=O)OC
    2%	/	6%
37) COC(=O)[C@@]1(Cc2ccc(F)cc2)[C@H]2c3cc(C(=O)N(C)C)n(CCc4ccccn4)c3C[C@H]2CN1C(=O)c1ccccc1
    10%&-7%	0%	8%&9%
38) CCOc1ccc(NS(=O)(=O)c2ccc(C(=O)NCC(c3ccco3)N3CCCC3)cc2)cc1 (configuration not stated)
    /	-2%	3%
39) O=C(CCNc1n[nH]c(=O)[nH]c1=O)N/N=C/c1ccccc1Br
    5%	1%	8%
40) CCOC(=O)c1c(-c2ccc(F)cc2)csc1NC(=O)C1CCCO1 (configuration not stated)
    9%	-3%	-7%
41) Cc1ccc(-c2ccc(C3C4C=CCCC4(C)C(=O)N3Cc3ccccc3)c(F)c2)cc1 (configuration not stated)
    -11%	0%	7%
42) CCN(c1ccccc1)S(=O)(=O)c1cc(Br)cc2c1N(C(=O)C1CC1)CC2
    /	2%	6%
43) O=C1N(CN2CCC3(CC2)OCCO3)c2ccccc2C12OCCCO2
    4%	-2%	4%
44) C/C(=N\NC(=O)c1ccc(Cl)cc1)c1cccc(NC(=O)C(C)C)c1
    -1%	4%	-2%
45) Cc1nc(NC(C)c2ccccc2)sc1C(=O)Nc1ccccc1 (configuration not stated)
    4%	-2%	6%

19 compounds already listed, sorted by length of the SMILES, lowest first.
Values in the order – N370S GC mod	FEN1 inh	TDP1 inh
28) CCS(=O)(=O)NCCc1csc(C)n1
    6%	-2%	-2%
31) NC(=S)N/N=C/c1ccc2c(c1)OCCO2
    -5%	-4%	4%
30) CCCNC(=O)C1CC(c2cccc(F)c2)=NO1 (configuration not stated)
    5%	13%	1%
24) COc1cc2cc(C[C@H](C)O)oc(=O)c2cc1OC
    /	-14%	0%
45) Cc1nc(NC(C)c2ccccc2)sc1C(=O)Nc1ccccc1 (configuration not stated)
    4%	-2%	6%
36) CCOC(=O)c1c(N)c(C#N)nn1-c1ccccc1C(=O)OC
    2%	/	6%
22) COc1ccc(C2(NC(C)=O)CCN(Cc3cccnc3)CC2)cc1
    -1%	-7%	/
43) O=C1N(CN2CCC3(CC2)OCCO3)c2ccccc2C12OCCCO2
    4%	-2%	4%
40) CCOC(=O)c1c(-c2ccc(F)cc2)csc1NC(=O)C1CCCO1 (configuration not stated)
    9%	-3%	-7%
39) O=C(CCNc1n[nH]c(=O)[nH]c1=O)N/N=C/c1ccccc1Br
    5%	1%	8%
23) COc1ccc(/C=C/C(=O)c2ccc([N+](=O)[O-])o2)cc1OC
    0%	?	/
44) C/C(=N\NC(=O)c1ccc(Cl)cc1)c1cccc(NC(=O)C(C)C)c1
    -1%	4%	-2%
35) CCc1ccc(NC(=O)CSc2nc3ccccc3c(=O)n2CCN2CCOCC2)cc1
    15%	4%	9%
27) O=C(CN1C(=O)c2cccc3cccc1c23)N1CCN(c2ccc(F)cc2)CC1
    -20%	-5%	4%
42) CCN(c1ccccc1)S(=O)(=O)c1cc(Br)cc2c1N(C(=O)C1CC1)CC2
    /	2%	6%
34) CCN(CC)S(=O)(=O)c1ccc(NC(=O)c2ccc(NS(C)(=O)=O)cc2)cc1
    -5%	-17%	0%
41) Cc1ccc(-c2ccc(C3C4C=CCCC4(C)C(=O)N3Cc3ccccc3)c(F)c2)cc1 (configuration not stated)
    -11%	0%	7%
25) CCN(CC)CCNC(=O)c1ccc(NC(=O)c2c(C)nn(-c3ccc(F)cc3)c2Cl)cc1
    -6%	3%	2%
37) COC(=O)[C@@]1(Cc2ccc(F)cc2)[C@H]2c3cc(C(=O)N(C)C)n(CCc4ccccn4)c3C[C@H]2CN1C(=O)c1ccccc1
    10%&-7%	0%	8%&9%

(listing goes on)
Values in the order – N370S GC mod	FEN1 inh	TDP1 inh
46) COc1ccccc1/C=N/NC(=S)NCc1ccco1
    0%	-15%	/
47) Cc1ccc(SCCN2CCN(CC(C)C)CCC2=O)cc1
    -11%&-12%	-8%&-5%	-1%&1%
48) Cc1ccc(NC(=O)COC(=O)Cn2cnc3c2c(=O)n(C)c(=O)n3C)cc1Cl
    -2%	-3%	4%
49) C#CCOCCOCCOCCNc1nc(N2CCOCC2)nc(N2CCN(C(=O)[C@H](Cc3cc4ccccc4[nH]3)n3cc([C@@H](N)CC(C)C)nn3)CC2)n1
    -7%	-5%	4%
50) Cc1ccc(NC(=S)NNC(=O)c2ccccc2O)c(C)c1
    25%	-13%	-5%
51) O=[N+]([O-])c1ccc(N/N=C\c2cccnc2)nc1
    10%	19%	1%
52) CCn1c(SCC(=O)c2ccccc2)nnc1-c1ccoc1C
    3%	-3%	0%
53) CCc1ccccc1NC(=O)CSc1nc2n[nH]c(C)c2c(=N)n1-c1cccc(OC)c1
    5%	-12%	0%
54) O=C(N/N=C/c1ccccn1)c1ccc(NC(=O)c2ccc(F)cc2)cc1
    -19%	1%	2%
55) CC(=O)c1c(C)[nH]c(C(=O)OCc2nnc(-c3ccc([N+](=O)[O-])cc3)o2)c1C
    /	-19%	0%
56) CCOC(=O)Cc1csc(SC(C)C(=O)NCC(=O)Nc2ccc(F)c(F)c2F)n1 (configuration not stated)
    0%	7%	3%
57) CCc1ccc(S(=O)(=O)c2c(C(=O)c3ccc(C)c(C)c3)cnc3ccccc23)cc1
    /	13%	0%
58) COc1ccc(C2=C(C)C(N3CCN(c4ccc(OC)cc4)CC3)=NS2(=O)=O)cc1
    /	6%	0%
59) CCc1cc2cc(C(=O)Nc3ccccc3F)sc2s1
    -11%	0%	-2%
60) Cc1ccc(Nc2nc(N)c(C#N)c(CC#N)c2C#N)cc1
    -5%	0%	-3%

Next results follow.
Values in the order – N370S GC mod	FEN1 inh	TDP1 inh
61) COc1ccc(Oc2c(C)nc(SCC(=O)c3ccc(Cl)cc3)[nH]c2=O)cc1
    -15%	6%	/
62) CCCC(=O)Nc1ccc(C(=O)NN2C(=O)c3ccccc3C2=O)cc1
    -16%	4%	3%
63) OCCC1CN(Cc2ccon2)CCN1Cc1ccccc1 (configuration not stated)
    -4%	23%	4%
64) O=C(NCCS(=O)(=O)N1CCN(c2ccccc2F)CC1)C1CC(=O)N(c2ccccc2)C1 (configuration not stated)
    3%	-4%&-4%	1%&5%
65) COc1cc([C@H]2c3c(cc(OC)c(O)c3OC)C[C@@H](CO)[C@@H]2CO[C@@H]2O[C@H](CO)[C@@H](O)[C@H](O)[C@H]2O)cc(OC)c1O
    -3%	-5%	/
66) COc1ccccc1CNC(=O)c1cc(C)nn1-c1ccccc1
    -4%	-7%	/
67) COc1ccc(N(CC(=O)Nc2ccccc2C(=O)N2CCCC2)S(C)(=O)=O)cc1
    -8%	15%	1%
68) CC(C)C(NC(=O)c1ccc(C(C)(C)C)cc1)C(=O)NCC1(N(C)C)CCCCC1 (configuration not stated)
    -11%	-7%	1%
69) COc1ccc(S(=O)(=O)Nc2ccccc2C(=O)NC(C)(C)C)cc1OC
    30%[12.8 µM]	-1%	-10%
70) CCOC(=O)CCSc1nc(C(C)(C)C)cc(C(F)(F)F)c1C#N
    12%	-25%	-4%
71) CCOc1ccc(CCNC(=O)c2nnn(CC(=O)Nc3ccc(OC)cc3)c2N)cc1OCC
    1%	-7%	0%
72) O=C(COC(=O)c1cn(-c2ccccc2)nc1-c1ccccc1)Nc1ncc(Cl)cc1Cl
    -7%	9%	/
73) Cc1ccccc1OC(C)C(=O)Nc1ccc2c(c1)OCCO2 (configuration not stated)
    -11%	-12%	2%
74) COc1ccc(OC)c(NC(=O)Nc2cc(NC(=O)Nc3cc(OC)ccc3OC)c(C)nc2C)c1
    1%	3%	-5%
75) CCCCOC(=O)c1ccc(NC(=O)c2ccccc2OC)cc1
    28%	-18%	5%
76) Cn1cc(C(=O)N/N=C/C(Br)=C/c2ccccc2)ccc1=O
    0%	1%	6%
77) COc1cc(C2=NOC(C(=O)NC3CCCCC3)C2)cc(OC)c1OC (configuration not stated)
    -1%	-14%	0%
